Assay outcomes from PubChem BioAssay.
Mito fusion yeast: inhibitors of mitochondrial division or activators of mitochondrial fusion; S. cerevisiae fusion-defective mutant growth rescue, CellTiterGlo 48 h; Potency, µM (highest dose often 46.1 µM), for the others: at the top dose growth rescue (activation), most hits filed as activators; 320,000 tested, 0.23% active; AID 485298;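 also: potency is read from the fitted curve at half-maximal effect; % of control where 0% means no effect; nearly all actives have a fitted effect of over 45% in size; temperature-sensitive fusion mutants such as fzo1-1 at 37 °C on non-fermentable ethanol glycerol medium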
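Growth-rescue viability read-out: after 48 h at the non-permissive 37C in glycerol/ethanol YPEG, yeast mitochondrial fusion mutants are measured by CellTiterGlo luminescence; compounds (23 nl pinned per well) restoring growth score as division inhibitors or fusion activators.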
Tb PFK block: inhibitors of T. brucei phosphofructokinase; O15648; T. brucei PFK, ADP-Glo luminescence; Potency, µM (doses to about 57.5 µM), inactives show at the top dose activity, negative = inhibition, usual class: inhibitors; 330,000 tested, 0.17% active; AID 485367;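 also: potency is read from the fitted curve at half-maximal effect; 0% = uninhibited 1x PFK enzyme wells and -100% = no-enzyme wells; nearly all actives have a fitted effect of over 60% in size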
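ADP-Glo luminescence quantified ADP after 45 min at room temperature, with 1.25 nM T. brucei PFK, 0.1 mM ATP and 0.5 mM fructose-6-phosphate in pH 8.0 TEA buffer. qHTS titrations up to 57 µM; curves classified by quality.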
B2AR arrestin: recruits beta-arrestin to the human beta2-adrenergic receptor. beta-arrestin recruitment to beta2AR, cell-based reporter. P07550. AID 492947. 330,000 tested, 0.02% active. Potency, µM (top dose mostly 46.1 µM), inactives show top-dose activation, actives largely listed as activators;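 also: potency is read from the fitted curve at half-maximal effect; 0% = DMSO controls and full agonism = EC100 isoproterenol or metaproterenol; nearly all actives have a fitted effect of over 65% in size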
Target sequence (P07550 whole entry, looked up): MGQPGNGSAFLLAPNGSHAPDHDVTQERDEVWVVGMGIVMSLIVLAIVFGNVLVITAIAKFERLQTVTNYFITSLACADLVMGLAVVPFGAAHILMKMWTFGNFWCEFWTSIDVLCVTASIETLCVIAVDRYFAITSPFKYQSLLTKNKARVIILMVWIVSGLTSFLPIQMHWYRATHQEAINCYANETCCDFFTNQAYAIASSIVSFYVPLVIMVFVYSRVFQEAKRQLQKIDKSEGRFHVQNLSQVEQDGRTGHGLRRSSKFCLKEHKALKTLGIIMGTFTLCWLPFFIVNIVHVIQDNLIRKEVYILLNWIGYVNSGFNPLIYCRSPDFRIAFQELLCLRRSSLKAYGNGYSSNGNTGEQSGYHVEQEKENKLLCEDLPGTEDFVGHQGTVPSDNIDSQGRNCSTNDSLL
ELG1 DNA repair: inhibitors of ELG1-dependent DNA repair in HEK293T cells; HEK293T ELG1-luciferase reporter, luminescence, 16 h; DNA damage induced by 5-fluorouridine; Potency, µM (series often up to 46.1 µM), for the others: at the highest dose activity change, negative = inhibition, hits mostly inhibitors; 330,000 tested, 2.3% active; also: potency is read from the fitted curve at half-maximal effect; % is scaled to controls: 0 for no effect and ±100 for the full control effect; nearly all actives have a fitted effect of over 55% in size
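In this reporter screen, reduction of luminescence relative to DMSO vehicle indicated activity. Compounds and 5-fluorouridine were added together to 2,000 cells per well, incubated for 16 hr at 37 °C, then developed with ONE-Glo.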
uPA surface inh: inhibitors of cell surface uPA generation; Potency, µM (highest dose often 38.3 µM), without a hit: at the top dose activity change, negative = inhibition, hits mostly inhibitors; cell surface uPA generation assay, qHTS; 330,000 tested, 0.31% active; AID 540303; active = well fitted inhibition curve with a large enough effect; inconclusive = small, poorly fitted or top-dose-only effect; inactive = no such curve, though single readings can be large or run the other way; tested in mouse RAW 264.7 cells; also: potency is read from the fitted curve at half-maximal effect; % is scaled to controls: 0 for no effect and ±100 for the full control effect; nearly all actives have a fitted effect of over 55% in size
BCR signal inh: blocks chronic active B-cell receptor signaling; ABC-DLBCL IkBa-CBG/CBR reporter, luminescence ratio, 4 h; Potency, µM (top dose mostly 46.1 µM), inactives show top-dose ratio change, negative = lower green/red ratio, most hits filed as inhibitors; 340,000 tested, 0.05% active; active = well fitted inhibition curve with a large enough effect in the signal ratio, with a control signal flat, not every such curve was filed as active; inconclusive = small, poorly fitted or top-dose-only effect, or effect the other way, or a change in a side signal; the % refers to the signal ratio;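 also: potency is read from the fitted curve at half-maximal effect; plate controls were basal doxycycline-induced cells for no effect and cells given 10 µM MG132 for full effect; MG132 reads +100%, hits lower the ratio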
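Doxycycline induced both beetle luciferases in TMD8 lymphoma cells; IKK-driven degradation limits the IkappaBalpha-fused green signal, while red luminescence normalises for cell number and nonspecific effects. Compounds tested up to 46 uM, 4 hrs.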
PTAP TSG101 blk: blocks PTAP/TSG101 interaction to inhibit HIV-1 budding | Q99816 | Potency, µM (highest dose often 115 µM), for the others: at the highest dose activity change, negative = inhibition, actives largely listed as inhibitors | 340,000 tested, under 10 active | Fluorescence polarization, FITC-PTAP peptide / Tsg101 binding; active = well fitted inhibition curve with a large enough effect in the main read-out, with a control signal flat, not every such curve was filed as active; inconclusive = small, poorly fitted or top-dose-only effect, or effect the other way, or a change in a side signal; inactive = no such curve, though single readings can be large or run the other way; also: potency is read from the fitted curve at half-maximal effect; % of control where 0% means no effect
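Compounds were pin-transferred onto Tsg101 binding domain (10 uM final) in HEPES pH 7.5 buffer, then FITC-PTAP peptide was added at 50 nM final. After 20 min at RT, polarization reported peptide displacement across a qHTS concentration series.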
USP2a block: inhibitors of human ubiquitin-specific protease USP2a. USP2 core, Ub-CHOP2 coupled fluorogenic reporter, 485/531. Potency, µM (top dose mostly 38.3 µM), for the others: at the top dose activity change, negative = inhibition, usual class: inhibitors. 330,000 tested, 0.01% active;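 also: potency is read from the fitted curve at half-maximal effect; plate controls were DMSO wells for no effect and full inhibition by NEM control for full effect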
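Deubiquitinase activity read as fluorescence (485/531 nm) after Ub-CHOP2 cleavage activates the enterokinase reporter on its substrate; USP2 core 10nM, Ub-CHOP2 and substrate 25nM each, 30min compound preincubation then 60min RT; data normalized to NEM, curves fitted.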
Eya2 phos inh: inhibitors of human Eya2 phosphatase activity | recombinant Eya2, OMFP fluorescence dephosphorylation (OMFP is methylfluorescein phosphate) | Potency, µM (doses to about 76.9 µM), without a hit: at the top dose activity, negative = inhibition, usual class: inhibitors | 330,000 tested, 0.006% active; also: potency is read from the fitted curve at half-maximal effect; % is scaled to controls: 0 for no effect and ±100 for the full control effect
Target sequence (O00167 whole entry, looked up): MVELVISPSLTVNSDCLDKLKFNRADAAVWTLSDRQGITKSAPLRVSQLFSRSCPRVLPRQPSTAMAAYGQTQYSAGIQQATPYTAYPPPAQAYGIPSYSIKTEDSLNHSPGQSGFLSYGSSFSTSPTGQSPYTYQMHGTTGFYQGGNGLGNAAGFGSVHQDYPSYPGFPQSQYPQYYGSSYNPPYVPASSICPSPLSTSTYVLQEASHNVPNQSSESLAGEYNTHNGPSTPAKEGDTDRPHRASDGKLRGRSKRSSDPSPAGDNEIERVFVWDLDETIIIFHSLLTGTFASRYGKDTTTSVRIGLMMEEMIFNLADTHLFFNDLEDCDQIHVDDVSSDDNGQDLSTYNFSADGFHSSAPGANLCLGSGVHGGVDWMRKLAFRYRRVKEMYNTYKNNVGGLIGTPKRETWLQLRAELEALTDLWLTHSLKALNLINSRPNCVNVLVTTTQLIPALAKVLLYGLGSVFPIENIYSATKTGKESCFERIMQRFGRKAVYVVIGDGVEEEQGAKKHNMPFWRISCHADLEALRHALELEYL
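Eya2 (0.2 uM) preincubated 10 min at ambient with compound, then OMFP substrate added at 50 uM; 10 min reaction in 50 mM HEPES pH 7.5, 50 mM NaCl, 5 uM MgCl2, 0.05% BSA, 1 mM DTT. Fluorescence read at Ex 485/Em 525 nm.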
TCR act: activates T cell receptor signaling; Potency, µM (titrated, usually from 9.22 µM), without a hit: top-dose activation of IL-2 secretion, actives largely listed as activators; primary human leukocytes, anti-CD3, IL-2 HTRF, 48 h; 330,000 tested, under 10 active; also: % of control where 0% means no effect
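TCR engagement came from a-CD3 beads alone, with compounds added to primary human leukocytes for 48 hr. Secreted IL-2 bridged europium cryptate- and d2-labelled anti-IL-2 antibodies, giving FRET emission at 665nm after 320nm excitation.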
TSHR antagonist: human thyrotropin receptor antagonism. 330,000 tested, 0.2% active. activity change, negative = inhibition, % at 11.5 µM. AID 504810. P16473. TSHR-expressing cells, TSH-stimulated cAMP HTRF, 2 h; active compounds read low;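 active = activity change below a set negative limit, meaning inhibition stronger than a set level, cut at about -70% in these data; inconclusive = activity change between two set negative limits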; also: % is scaled to controls: 0 for no effect and ±100 for the full control effect
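Read-out is FRET at 665 nm (cryptate excitation 337 nm) from a cryptate-tagged anti-cAMP antibody, competed by cell cAMP against cAMP-d2. Compounds are tested on freshly harvested TSHR cells challenged with 4nM TSH (EC80) for 2 hours at 37 deg C.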
Numbers without * were called inactive; u = inconclusive; x = no result given; [ ] = another dose, or the depositor's remark. Unless noted, calls follow the shape of the dose curve; as a rule, active = well fitted curve in the direction sought with a large enough effect; inconclusive = small, poorly fitted or top-dose-only effect, or another doubt; inactive = no such curve, though single readings can be large; an effect the other way counts as inactive or inconclusive. Random draw from the library; overall some 3% were active at least once.

1. CCOC(=O)c1cc(S(=O)(=O)NCCc2ccccc2)cn1C
2. CN1CCN(C(=O)C2=C[C@H](c3ccc(C(F)(F)F)cc3)C[C@H](OCc3ccc(CO)cc3)O2)CC1
3. COc1ccc(NS(=O)(=O)c2cccc3nonc23)c(OC)c1
4. Cc1cc(C(=O)N/N=C/c2ccccc2)c(C)o1
5. Cc1snc(SCc2ccc(Cl)cc2)c1C#N
6. CCCCn1c(SCc2ccccn2)nc2c1c(=O)n(C)c(=O)n2C

assay / compound,1,2,3,4,5,6
Mito fusion yeast,-12%,-4%,x,-2%,-9%,8%
Tb PFK block,-4%,-4%,0%,0%,-24%,-1%
B2AR arrestin,-1.1%,0.0%,-1.8%,-0.8%,0.2%,-0.1%
ELG1 DNA repair,1%,14%,4%,u,13%,u
uPA surface inh,-1%,4%,0%,-3%,4%,-1%
BCR signal inh,2%,-1%,0%,u,u,u
PTAP TSG101 blk,-1%,x,-2%,-7%,-8%,2%
USP2a block,0%,-1%,1%,9%,3%,2%
Eya2 phos inh,13%,-3%,3%,5%,-1%,-14%
TCR act,-6%,3%,1%[46.1 µM],-3%,-3%,-1%[46.1 µM]
TSHR antagonist,19,6,2,15,-6,0

7. CC(C)Cc1nc2oc3c(=O)[nH]cnc3c2c2c1CCC2
8. O=C1NC2(CCCCC2)C(=O)N1Cc1cccc(C(F)(F)F)c1
9. CCC1CCCCN1CCCNC(=O)c1ccc(N2CCOCC2)c(NS(=O)(=O)c2ccc(OC)cc2)c1 (configuration not stated)
10. CC(=O)c1cc(C)ccc1OC(=O)c1ccco1
11. COc1ccc(C(=O)COC(=O)CCS(=O)(=O)c2ccc(C)cc2)c(OC)c1
12. CCCc1cc(C(=O)Nc2sc(C(C)=O)c(C)c2C(=O)OCC)no1

assay / compound,7,8,9,10,11,12
Mito fusion yeast,12%,1%,0%,-4%,3%,2%
Tb PFK block,-4%,-1%,0%,2%,-3%,-3%
B2AR arrestin,0.1%,0.2%,-0.8%,0.0%,-0.2%,-0.2%
ELG1 DNA repair,-3%,9.2µM*,u,7%,-1%,1%
uPA surface inh,2%,-1%,0%,4%,1%,-1%
BCR signal inh,0%,-4%,7%,5%,0%,6%
PTAP TSG101 blk,-11%,-6%,0%,-7%,1%,-3%
USP2a block,2%,2%,1%,1%,2%,0%
Eya2 phos inh,5%,-3%,-1%,16%,1%,10%
TCR act,-4%,6%,8%,-1%,-7%,2%
TSHR antagonist,-17,-9,5,-2,-8,2

Whole records, looked up by structure. Screens in order: Mito fusion yeast	Tb PFK block	B2AR arrestin	ELG1 DNA repair	uPA surface inh	BCR signal inh	PTAP TSG101 blk	USP2a block	Eya2 phos inh	TCR act	TSHR antagonist
Record of `O=C1NC2(CCCCC2)C(=O)N1Cc1cccc(C(F)(F)F)c1` : 1%	-1%	0.2%	9.2µM*	-1%	-4%	-6%	2%	-3%	6%	-9
Record of `COc1ccc(C(=O)COC(=O)CCS(=O)(=O)c2ccc(C)cc2)c(OC)c1` : 3%	-3%	-0.2%	-1%	1%	0%	1%	2%	1%	-7%	-8
Record of `CC(=O)c1cc(C)ccc1OC(=O)c1ccco1` : -4%	2%	0.0%	7%	4%	5%	-7%	1%	16%	-1%	-2

(next part)
13. CCCCOC(=O)NC1CCS(=O)(=O)C1 (configuration not stated)
14. CCNc1c(NS(=O)(=O)c2ccc(F)c(Cl)c2)c(=O)oc2ccccc12
15. COc1cc(/C=C(/Sc2nnc(-c3ccc(F)cc3)o2)C(=O)O)ccc1OC(F)F
16. COC(=O)/C(=C/c1ccccc1)NC(=O)c1ccco1
17. COc1ccc(OC)c(S(=O)(=O)Nc2ccc(C)c(C)c2)c1
18. Cc1cc(C(C)(C)C)cc(C)c1C[n+]1ccc2ccccc2c1

assay / compound,13,14,15,16,17,18
Mito fusion yeast,0%,3%,-2%,1%,5%,-16%
Tb PFK block,1%,1%,4%,5%,1%,2%
B2AR arrestin,-0.3%,0.5%,0.2%,-0.6%,0.3%,0.3%
ELG1 DNA repair,3%,0%,-3%,-8%,4%,u
uPA surface inh,-2%,3%,-1%,-3%,x,4.5µM*
BCR signal inh,u,-19%,u,2%,0%,u
PTAP TSG101 blk,-2%,-1%,-3%,-3%,-4%,-1%
USP2a block,1%,0%,2%,2%,-3%,0%
Eya2 phos inh,12%,3%,-6%,-2%,-36%,2%
TCR act,5%,-1%,4%,-4%[46.1 µM],x,-7%
TSHR antagonist,5,1,14,0,-11,-9

Shown with values under each structure: two of the compounds above.
Values run as follows: Mito fusion yeast | Tb PFK block | B2AR arrestin | ELG1 DNA repair | uPA surface inh | BCR signal inh | PTAP TSG101 blk | USP2a block | Eya2 phos inh | TCR act | TSHR antagonist
16: COC(=O)/C(=C/c1ccccc1)NC(=O)c1ccco1
  1% | 5% | -0.6% | -8% | -3% | 2% | -3% | 2% | -2% | -4%[46.1 µM] | 0
17: COc1ccc(OC)c(S(=O)(=O)Nc2ccc(C)c(C)c2)c1
  5% | 1% | 0.3% | 4% | x | 0% | -4% | -3% | -36% | x | -11

More results
19. O=C(C[n+]1cc(Br)cc(Br)c1)c1ccc(-c2ccccc2)cc1
20. CC(=O)N1CCN(c2ccc(Oc3ncnc4sccc34)cc2)CC1
21. CCOC(=O)c1c(NC(=O)COc2ccccc2)sc2c1CC(C)(C)NC2(C)C
22. Cc1ccc(-n2c(SCC(=O)OC(C)C)nnc2-c2ccco2)cc1
23. O=C(CC(c1ccccc1)c1ccccc1O)NCCN1CCOCC1 (configuration not stated)
24. CC(NC(=O)C1CCN(S(=O)(=O)c2cccc3cccnc23)CC1)c1ccccc1 (configuration not stated)

assay / compound,19,20,21,22,23,24
Mito fusion yeast,8%,-4%,-3%,-1%,4%,-9%
Tb PFK block,2%,-2%,-3%,-2%,3%,-1%
B2AR arrestin,0.4%,-0.4%,0.1%,0.2%,-0.3%,0.2%
ELG1 DNA repair,9%,21µM*,0%,-13%,-3%,-6%
uPA surface inh,12%,1%,-1%,1%,0%,0%
BCR signal inh,8%,0%,0%,u,0%,0%
PTAP TSG101 blk,-1%,-5%,-1%,0%,-6%,-4%
USP2a block,5%,-1%,2%,-5%,1%,3%
Eya2 phos inh,1%,-13%[15.4 µM],12%,0%,-6%,-3%
TCR act,14%,x,3%,-5%,x,0%
TSHR antagonist,10,8,-1,-10,3,9

25. CN1C2CCC1CC(NC(=O)c1ccc([N+](=O)[O-])cc1)C2 (configuration not stated)
26. CCOC(=O)C(/C(C)=N/NC(=O)c1ccccc1[N+](=O)[O-])C(C)C (configuration not stated)
27. O=S(=O)(Nc1cccc(-c2cn3c(n2)SCC3)c1)c1ccccc1
28. Cc1ccc(C(=O)Nc2ncc(Cc3ccc(F)cc3)s2)o1
29. Cn1c(=O)c2c(nc(NC(Cc3ccccc3)C(=O)O)n2Cc2ccccc2)n(C)c1=O (configuration not stated)
30. CCc1cccc(NC(=O)Cn2c(-c3ccccc3)cc(C(C)=O)c2C)c1
31. Cc1cccc(NC(=O)N2CCCC(CNC(=O)c3ccccc3Cl)C2)c1C (configuration not stated)

assay / compound,25,26,27,28,29,30,31
Mito fusion yeast,4%,-1%,1%,-2%,3%,0%,7%
Tb PFK block,-4%,-1%,-3%,-7%,1%,4%,1%
B2AR arrestin,0.4%,-0.1%,-0.3%,0.3%,0.1%,-1.7%,-0.2%
ELG1 DNA repair,2%,10%,0%,u,-22%,1%,-1%
uPA surface inh,3%,-1%,0%,-10%,-1%,-3%,-8%
BCR signal inh,2%,-10%,-8%,2%,u,4%,13%
PTAP TSG101 blk,1%,-4%,-9%,0%,-1%,0%,0%
USP2a block,0%,0%,0%,-1%,0%,-1%,1%
Eya2 phos inh,-7%,19%,4%,0%,6%,-2%,9%
TCR act,0%,x,0%,-2%,7%,-4%[46.1 µM],0%
TSHR antagonist,2,2,3,-9,-6,1,-17

Looked up above:
For Eya2 phos inh, compound 28 is listed with 0%
For Tb PFK block, compound 27 is listed with -3%
For TCR act, compound 31 is listed with 0%
For ELG1 DNA repair, compound 29 is listed with -22%
